PHOSPHO1 block: PubChem AID 1565 | Phosphoethanolamine/phosphocholine phosphatase (Homo sapiens), Q8TCT1 | inhibition, % at 13.3 µM | 1.1% of 290,000 active | recombinant PHOSPHO1, absorbance phosphatase assay; in the data active means inhibition above about 60%
GalR3 antagonist: GalR3 antagonists in HEK293 cells, primary screen, cell-based, fluorescence readout; Galanin receptor type 3 (Homo sapiens), O60755; HEK293 GalR3-CNG cAMP membrane potential fluorescence; galR3 body fused to GalR1 C-terminus; inhibition, % at 3 µM; 0.44% of 360,000 active; AID 651719, 2012;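 active means inhibition above the screen-wide average plus 3 SD, cut at about 13% in these data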;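 further: forskolin and galanin both at EC90 stimulate the cells; cAMP rise reported by CNG channel membrane potential dye signal; 0% = forskolin plus galanin with DMSO and 100% = forskolin alone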
MEKK2wt PB1 HTS: modulators of MEK5 binding to wildtype MEKK2, primary screen, biochemical, multiplex bead flow cytometry, Alexa488-MEK5 | 1.1% of 290,000 active | Mitogen-activated protein kinase kinase kinase 2 (Homo sapiens), Q9Y2U5 | Alexa488-MEK5 binding to MEKK2 WT; actives lie on both sides | binding response (% of control), % at 10 µM; in the data active means binding response below about 67% or above about 130%
MEKK2 mut-MEK5: MEK5 binding signal on mutant MEKK2 PB1, primary screen, biochemical, multiplex bead flow cytometry, Alexa488-MEK5 | 0.35% of 290,000 active | percent response, % at 10 µM | AID 1530, 2009 | Alexa488-MEK5 binding to MEKK2 mutant; in the data active means percent response above about 24%, passing the limit was not always enough; further: inactives centre near 1; some results filed as inactive read as strong as hits; reference of the scale not given here
OXTR ag: human OXTR agonists, primary screen, fluorescence, CHO-OTR cells, Fluo-8 calcium | Fluo-8 calcium fluorescence; normalized: DMSO 0%, oxytocin 100% | activation, % at 3 µM | 0.32% of 320,000 active | AID 2435, 2010;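 active means activation above the mean of all tested compounds plus 3 SD, cutoff set per screening run, cut at about 20% in these data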;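 further: peak over basal fluorescence ratio from a 100 s FLIPR kinetic read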
Target sequence (P30559 whole entry, looked up): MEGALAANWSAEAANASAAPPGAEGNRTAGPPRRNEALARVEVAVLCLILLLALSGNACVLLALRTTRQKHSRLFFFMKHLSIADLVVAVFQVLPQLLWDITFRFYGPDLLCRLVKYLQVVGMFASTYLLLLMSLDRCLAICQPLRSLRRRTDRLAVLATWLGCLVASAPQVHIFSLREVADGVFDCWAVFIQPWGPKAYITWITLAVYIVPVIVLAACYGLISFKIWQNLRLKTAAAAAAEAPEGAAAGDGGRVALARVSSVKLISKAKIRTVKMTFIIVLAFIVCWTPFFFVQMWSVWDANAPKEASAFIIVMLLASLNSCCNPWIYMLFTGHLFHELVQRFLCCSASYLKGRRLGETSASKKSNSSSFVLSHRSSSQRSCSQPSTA
GPR7 antag: GPR7 receptor antagonists, primary screen, cell-based, fluorescence, single concentration. Neuropeptides B/W receptor type 1 (Homo sapiens), P48145. 1.1% of 290,000 active. inhibition, % at 4.4 µM. GPR7-expressing cells, fluorescence antagonist assay; in the data active means inhibition above about 16%, passing the limit was not always enough;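 further: cells stimulated with the agonist NPW; 0% = agonist with vehicle and 100% = vehicle without agonist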
NALP1 inh: NALP1 inflammasome inhibitors in reconstituted yeast, colorimetric, S. cerevisiae, triplicate retest; S. cerevisiae NALP1/ASC/caspase-1 growth, X-gal OD620, 72 h; inhibition, % at 10 µM; 0.61% of 280,000 active; in the data active means inhibition mostly above about 24%, no sharp cut-off; inactive means mostly below about 32%; further: some compounds called inactive have numbers as strong as hits
V1R ag counter: agonists of human V1a receptor, primary screen, counter-screen for OXTR agonist project, fluorescence, CHO-V1R cells | Fluo-8 calcium fluorescence, agonist mode; 0% DMSO, 100% 3 nM vasopressin | activation, % at 3 µM | 0.25% of 320,000 active | AID 2797, 2010;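 active means activation above the mean activation of all tested compounds plus 3 SD, per screening run, cut at about 20% in these data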;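 further: signal is peak over basal fluorescence ratio across a 100 second FLIPR read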
Target sequence (P37288 whole entry, looked up): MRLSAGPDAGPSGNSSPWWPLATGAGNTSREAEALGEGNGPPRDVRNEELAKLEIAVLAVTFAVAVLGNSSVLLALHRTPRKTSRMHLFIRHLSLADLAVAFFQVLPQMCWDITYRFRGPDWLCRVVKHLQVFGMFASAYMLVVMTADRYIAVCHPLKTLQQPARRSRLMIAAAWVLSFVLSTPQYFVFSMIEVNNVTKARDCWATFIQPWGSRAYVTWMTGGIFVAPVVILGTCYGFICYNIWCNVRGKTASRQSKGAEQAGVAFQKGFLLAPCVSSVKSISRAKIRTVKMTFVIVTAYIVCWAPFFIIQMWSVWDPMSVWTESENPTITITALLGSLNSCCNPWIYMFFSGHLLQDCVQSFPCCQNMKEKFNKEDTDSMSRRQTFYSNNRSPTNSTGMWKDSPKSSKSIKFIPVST
MEKK3 PB1 HTS: modulators of MEKK3-MEK5 PB1 binding, primary screen, biochemical, wildtype MEKK3, multiplex bead flow cytometry, Alexa488-MEK5. Mitogen-activated protein kinase kinase kinase 3 (Homo sapiens), Q99759. bead-based flow cytometry, Alexa488-MEK5 binding to MEKK3; actives lie on both sides; 0 = blocked by unlabeled MEK5, 100 = vehicle. binding response (% of control), % at 10 µM. 1.4% of 290,000 active. AID 1529, 2009;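 active means binding response more than 3 SD above or below the average of its plate-row segment, actives on both sides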;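 further: Alexa488 bead fluorescence after subtracting the streptavidin-only scavenger bead signal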
* marks the source's active call; other numbers are inactive results; x = not tested or not shown; & = joins results of further samples.

SMILES | PHOSPHO1 block | GalR3 antagonist | MEKK2wt PB1 HTS | MEKK2 mut-MEK5 | OXTR ag | GPR7 antag | NALP1 inh | V1R ag counter | MEKK3 PB1 HTS
CCC1(C)Cc2c(sc3[nH]c(=S)n(Cc4ccccc4)c(=O)c23)CO1 (configuration not stated) | 56 | 3 | 100 | -3 | -0.7 | -7 | 14 | 0.7 | 94
O=C(c1ccccc1)C1CN(Cc2ccccc2)CCC1(O)c1ccccc1 (configuration not stated) | 14 | -5 | 111 | 3 | -0.5 | -5 | -8 | 0.2 | 102
CC1CCCC(NC(=O)COC(=O)c2ccccc2NC(=O)c2ccco2)C1C (configuration not stated) | -2 | -4 | 100 | 2 | 0.1 | 14 | -14 | -1.1 | 100
COc1ccc(CCNC(=O)C2CCC(=O)N(C3CCCCCC3)C2)cc1 (configuration not stated) | 29 | 0 | 102 | -4 | 0.3 | 5 | 24 | -1.1 | 104
Cc1sc2nc(CN3CCOCC3)nc(NS(=O)(=O)c3ccccc3)c2c1C | 13 | 3 | 94 | -7 | 1.2 | 2 | 25 | 0.0 | 96
CCC(=O)N/C(=N/c1nc(C)cc(C)n1)Nc1ccccc1 | 12 | -5 | 104 | 0 | -2.9 | 19 | 1 | 0.2 | 102
Cc1ccc(CS(=O)(=O)CCC(=O)NCCCOC(C)C)cc1 | 41 | -1 | 101 | 4 | -0.6 | -6 | 4 | 0.0 | 103
COc1ccc(-c2cn(CCc3c[nH]c4ccccc34)nn2)cc1 | 4 | -6 | 102 | 1 | 3.6 | 4 | -12 | 1.3 | 101
CCn1ncc(C2=NOC(C(=O)Nc3cccnc3)C2)c1C (configuration not stated) | -26 | -5 | 106 | 10 | 0.6 | -2 | 28 | -0.4 | 98
COc1ccccc1-c1nnc(NC(=O)CSc2nncn2C)s1 | 29 | -7 | 103 | 0 | -0.4 | -2 | -5 | -0.5 | 100
COc1ccc(C(c2oc(CO)cc(=O)c2O)c2oc(CO)cc(=O)c2O)cc1OC | 24 | -1 | 99 | -2 | 0.1 | -16 | 6 | 0.1 | 100
COc1ccccc1NC(=S)NC(=O)c1ccc(Cn2cc(Br)cn2)cc1 | 1 | -3 | 100 | 0 | 1.4 | 6 | 24 | 3.3 | 99
NC(=O)C1CCN(C(=O)c2cc(S(=O)(=O)N3CCOCC3)ccc2Cl)CC1 | 10 | -4 | 92 | -5 | 0.0 | -1 | 19 | 0.5 | 99
CC1(OC(=O)C2CCCC2)C(=O)C=C2C=C(c3ccsc3)N(Cc3ccco3)C=C2C1=O (configuration not stated) | 31 | x | 96 | 5 | -0.6 | x | x | -0.2 | 97
CC(=O)c1ccc(NS(=O)(=O)c2cc3c(cc2C)N(C)CCO3)cc1 | 18 | -6 | 102 | 2 | 0.8 | -10 | 3 | 0.6 | 101
Cc1cc(C(=O)N/N=C/c2ccc(-c3ccccc3Cl)o2)n[nH]1 | 1 | -4 | 98 | 7 | -0.9 | -13 | 20 | 3.4 | 102
CC(C)(C)c1cc(CN2CCOCC2)c(C(=O)O)o1 | 39 | -1 | 110 | 3 | -0.5 | -13 | -5 | -0.5 | 104
O=c1c(-c2ccccc2)nnc2sc(COc3ccc(Br)cc3)nn12 | 19 | -5 | 98 | -2 | x | -6 | -19 | x | 99
Cc1c(C(=O)NCc2ccccc2)oc2ccc(S(=O)(=O)N3CCCC3)cc12 | 2 | 0 | 99 | 8 | 5.2 | -12 | 0 | 4.3 | 105
Cc1ccc(CNC(=O)c2ccc(N3CCC4(CC3)CC(c3ccccc3)=NO4)c(NC(=O)c3ccco3)c2)cc1 | -2 | -3 | 93 | -6 | 2.5 | -3 | 10 | 2.8 | 103
OCCN1C[C@H](O)[C@@H](O)[C@H](O)[C@H]1CO | 48 | x | 112&96 | 5&0 | 0.7 | -11 | 0 | -0.1 | 112&100
CCN1CCN(C(CNS(=O)(=O)c2ccc(OC)cc2)c2cccnc2)CC1 (configuration not stated) | 6 | x | 99 | -3 | 1.1 | 3 | x | -0.1 | 97
O=C(CN1C(=O)S/C(=C\c2ccccc2F)C1=O)Nc1ccccc1O | 11 | -10 | 96 | -1 | 2.7 | -2 | 0 | 0.5 | 95
Cc1cccc(-n2ncc3c2CCCC3NC(=O)CCN2Cc3ccccc3C2=O)c1C (configuration not stated) | 13 | -4 | 101 | 1 | -0.9 | 5 | 17 | 0.3 | 102
CCOP(=O)(OCC)c1nc(/C=C/c2ccccc2)oc1NCc1ccccc1 | 41 | -4 | 99 | -5 | -2.2 | -12 | 8 | -0.2 | 92
CC(=O)N1CCc2cc(S(=O)(=O)NC3CCCc4ccccc43)ccc21 (configuration not stated) | 5 | -3 | 94 | 2 | 16 | -4 | 26 | 12 | 98
O=C(O)CC(Cc1ccc(Cl)cc1)C(=O)Nc1ccc([N+](=O)[O-])cc1 (configuration not stated) | -18 | -4 | 101 | -3 | 0.5 | 0 | 12 | -0.2 | 103
Cc1cc(O)ccc1Nc1nc(-c2sc(N)nc2C)cs1 | 48 | -2 | 92 | 1 | -0.4 | -4 | -16 | -0.3 | 91
Cc1ccc(C2=CC(c3ccccc3)n3ncnc3N2)cc1 (configuration not stated) | x | -4 | 108 | 5 | -2.3 | x | x | -1.9 | 108
O=C(NCc1ccccc1Cl)C1CC(=O)N(Cc2ccccc2)C1 (configuration not stated) | 16 | 3 | 107 | 2 | -0.7 | -4 | 11 | -0.1 | 106
Cn1c(=O)c2c(ncn2CC(=O)Nc2nc(-c3ccccc3Cl)cs2)n(C)c1=O | -14 | -4 | 96 | -1 | 4.1 | -7 | -4 | 3.9 | 95
CC(C)C(OC(=O)c1nsc(Cl)c1Cl)C(=O)NC(C)(C)C (configuration not stated) | -3 | -6 | 102 | 3 | -2.1 | -10 | -8 | -1.8 | 102

Sorted by SMILES length (low to high): eleven of the compounds above
SMILES | PHOSPHO1 block | GalR3 antagonist | MEKK2wt PB1 HTS | MEKK2 mut-MEK5 | OXTR ag | GPR7 antag | NALP1 inh | V1R ag counter | MEKK3 PB1 HTS
CC(C)(C)c1cc(CN2CCOCC2)c(C(=O)O)o1 | 39 | -1 | 110 | 3 | -0.5 | -13 | -5 | -0.5 | 104
Cc1ccc(C2=CC(c3ccccc3)n3ncnc3N2)cc1 (configuration not stated) | x | -4 | 108 | 5 | -2.3 | x | x | -1.9 | 108
COc1ccccc1-c1nnc(NC(=O)CSc2nncn2C)s1 | 29 | -7 | 103 | 0 | -0.4 | -2 | -5 | -0.5 | 100
Cc1ccc(CS(=O)(=O)CCC(=O)NCCCOC(C)C)cc1 | 41 | -1 | 101 | 4 | -0.6 | -6 | 4 | 0.0 | 103
O=C(CN1C(=O)S/C(=C\c2ccccc2F)C1=O)Nc1ccccc1O | 11 | -10 | 96 | -1 | 2.7 | -2 | 0 | 0.5 | 95
CCOP(=O)(OCC)c1nc(/C=C/c2ccccc2)oc1NCc1ccccc1 | 41 | -4 | 99 | -5 | -2.2 | -12 | 8 | -0.2 | 92
CC1CCCC(NC(=O)COC(=O)c2ccccc2NC(=O)c2ccco2)C1C (configuration not stated) | -2 | -4 | 100 | 2 | 0.1 | 14 | -14 | -1.1 | 100
CCC1(C)Cc2c(sc3[nH]c(=S)n(Cc4ccccc4)c(=O)c23)CO1 (configuration not stated) | 56 | 3 | 100 | -3 | -0.7 | -7 | 14 | 0.7 | 94
Cc1cccc(-n2ncc3c2CCCC3NC(=O)CCN2Cc3ccccc3C2=O)c1C (configuration not stated) | 13 | -4 | 101 | 1 | -0.9 | 5 | 17 | 0.3 | 102
COc1ccc(C(c2oc(CO)cc(=O)c2O)c2oc(CO)cc(=O)c2O)cc1OC | 24 | -1 | 99 | -2 | 0.1 | -16 | 6 | 0.1 | 100
CC1(OC(=O)C2CCCC2)C(=O)C=C2C=C(c3ccsc3)N(Cc3ccco3)C=C2C1=O (configuration not stated) | 31 | x | 96 | 5 | -0.6 | x | x | -0.2 | 97

More structures
SMILES | PHOSPHO1 block | GalR3 antagonist | MEKK2wt PB1 HTS | MEKK2 mut-MEK5 | OXTR ag | GPR7 antag | NALP1 inh | V1R ag counter | MEKK3 PB1 HTS
Nc1cc(=O)[nH]c(SCC(=O)N2CCCc3ccccc32)n1 | -10 | -4 | 94 | 1 | -0.4 | -10 | 14 | -0.6 | 90
Cc1occc1-c1nnc(SCC(=O)O)n1-c1ccccc1 | 25 | -5 | 106 | 2 | 1.0 | -6 | x | 0.5 | 103
CCOC(=O)c1c(NC(=O)c2cccnc2)sc(C)c1C | 45 | -8 | 97 | -2 | -1.9 | -4 | 4 | -0.3 | 95
Cc1cc(-c2ccccc2)nc(Oc2ccc(C(C)(C)C)cc2)c1S(C)(=O)=O | -12 | 5 | 99 | -4 | 0.3 | -15 | 2 | 0.9 | 104
CC(C)(C)NC(=O)NC(=O)COC(=O)c1cccc(F)c1 | 12 | -4 | 99 | 0 | -1.4 | -16 | 30 | 0.2 | 102
COc1ccccc1OCCOc1ccc(/C=C2\C(=N)N3N=C(C)SC3=NC2=O)cc1 | 19 | -9 | 101 | 2 | -2.2 | 21 | 13 | -0.3 | 105
O=C1C=C(N2CCCCCC2)C(=O)N1c1ccc(Cl)cc1 | 2 | -9 | 97 | -1 | x | -10 | 7 | x | 101
O=C(c1ccccc1O)N1CCOCC1 | -1 | -2 | 101 | 0 | -0.1 | -7 | 11 | 0.3 | 100
Cc1cc(C)nc(Nc2n[nH]c(-c3ccc(C(C)(C)C)cc3)n2)n1 | 12 | 0 | 101 | -2 | 0.3 | -6 | -2 | 1.3 | 94
CC(C)N(CC#CCC1(O)c2ccccc2-c2ccccc21)CCO | -8 | -2 | 118 | 14 | -0.8 | -7 | 27 | 0.2 | 116
O=C1C2C3C=CC(CC3)C2C(=O)N1c1ccccc1 (configuration not stated) | 25 | -8 | 104 | 4 | x | -9 | 14 | x | 98
CC(C)NC(=S)NC(=O)c1ccc(Cl)cc1Cl | -12 | -4 | 108 | 0 | -3.4 | 2 | -4 | -0.9 | 99
CN(C)C=NC(=O)c1cc(C(=O)c2ccc(C(C)(C)C)cc2)c[nH]1 | 23 | -4 | 104 | 1 | 1.0 | -10 | 10 | 1.9 | 104
Cc1cc(C(=O)NC2CCCCC2)c2cc(F)ccc2n1 | -29 | -1 | 99 | 1 | -1.4 | 6 | 12 | -0.1 | 104
CCOC(=O)c1c(C)nc2c(C)cccn12 | 16 | -3 | 102 | 1 | 0.3 | -4 | 18 | 1.9 | 103
COc1ccc(-c2cc(C(F)(F)F)nc(SCC(=O)NCc3ccco3)n2)cc1OC | 11 | 9 | 95 | -6 | -2.8 | -10 | -77 | -1.8 | 93

Screening data: PubChem BioAssay, several laboratories
